High-throughput results from PubChem BioAssay.
V-ATPase pH = yeast V-ATPase proton transport regulation by pHLuorin. S. cerevisiae, pHLuorin cytosolic pH fluorescence. response, % at 10 µM. actives 0.37% (n = 350,000). AID 504577; in the data active = response mostly above about 7.3%, no sharp cut-off; inactive = mostly below about 5.4%; also: actives read high; inactives centre near 0; some compounds called inactive have numbers as strong as hits; reference of the scale not given here
Pemphigus Ab inh = blocks pemphigus antibody binding to human desmoglein-3; DSG3-coupled beads, scFv-anti-DSG3-GFP binding, flow cytometry; hits give low values; binding (percent of control), % at 10 µM; actives 0.48% (n = 310,000); P32926;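 active = binding more than 3 SD below its plate's average and above zero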;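 also: hits lower antibody fragment binding to DSG3; some compounds called inactive have numbers as strong as hits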
Arrestin-AP2 inh = inhibitors of human beta-arrestin and AP2 interaction; FITC-arrestin peptide / GST-AP2 beads, flow cytometry; AP2 beta2 appendage carries R879A mutation; inhibition, % at 10 µM; actives 0.31% (n = 340,000);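 active = inhibition above a set limit, near 3 SD of compounds lacking own fluorescence, cut at about 54% in these data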;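 also: plate controls were DMSO wells for no effect and 5 µM unlabelled arrestin peptide for full effect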
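System: GST-AP2 R879A glutathione beads. Medium: PBS with 0.05% Tween 20 and 0.1% BSA. Also added: FITC-arrestin peptide, 50 nM. Incubation: 12 min plus 1 h, RT. Measured by: high-throughput flow cytometry of beads, ex 488, em 535 nm. Evaluation: percent drop in bead-associated FITC signal.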
C-LANA FP = KSHV C-LANA DNA binding inhibition. MBP-C-LANA/FAM-LBS DNA binding, fluorescence polarization. AID 504423. inhibition, % at 9 µM. actives 0.078% (n = 340,000);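 active = highest replicate inhibition at or above 60% at 9 µM, even if other replicates fall short; inactive = all replicates below 60% inhibition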;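 also: 0% = neutral control wells and 100% = 4 µM acridine orange control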
Keap1 Nrf2 FP = Keap1-Nrf2 (human) interaction inhibition. Keap1 Kelch-Nrf2 peptide fluorescence polarization, 1536-well. inhibition, % at 9.4 µM. actives 0.15% (n = 340,000). AID 504523; in the data active = inhibition above about 12%;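 also: human Keap1 Kelch domain with fluorescein labeled Nrf2 9mer peptide probe; 0% = neutral control wells and 100% = peptide positive control; higher means more block of Keap1 binding to Nrf2 peptide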
Target sequence (Q14145 whole entry, looked up, the tested form may be a part): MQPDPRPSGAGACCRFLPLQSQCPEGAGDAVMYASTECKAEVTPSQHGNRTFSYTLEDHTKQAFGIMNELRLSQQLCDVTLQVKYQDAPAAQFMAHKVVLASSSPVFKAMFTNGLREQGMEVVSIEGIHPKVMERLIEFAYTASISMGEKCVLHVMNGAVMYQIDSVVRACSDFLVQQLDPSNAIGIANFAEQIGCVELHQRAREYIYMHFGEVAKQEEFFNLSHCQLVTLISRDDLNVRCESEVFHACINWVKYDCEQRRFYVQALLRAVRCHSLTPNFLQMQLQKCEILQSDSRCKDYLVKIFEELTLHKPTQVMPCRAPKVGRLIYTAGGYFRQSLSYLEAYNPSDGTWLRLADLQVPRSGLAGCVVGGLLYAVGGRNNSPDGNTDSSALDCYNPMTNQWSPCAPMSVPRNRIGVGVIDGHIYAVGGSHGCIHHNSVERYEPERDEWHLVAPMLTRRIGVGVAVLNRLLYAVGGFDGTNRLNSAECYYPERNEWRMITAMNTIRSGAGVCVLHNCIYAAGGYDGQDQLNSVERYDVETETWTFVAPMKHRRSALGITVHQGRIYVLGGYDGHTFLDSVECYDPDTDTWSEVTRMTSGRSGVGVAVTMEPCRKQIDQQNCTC
MOR-DOR ag = agonists of human mu-delta opioid receptor heterodimerization. P35372+P41143. activation, % at 9.3 µM. AID 504326. cells, OPRM1-OPRD1 heterodimerization, luminescence. actives 0.3% (n = 340,000); in the data active = activation above about 18%;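 also: 0% = vehicle-treated cells and 100% = reference agonist; values of inactives mirror those of a sister screen read the other way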
MOR-DOR inv ag = mu-delta opioid heterodimer inverse agonism; cell-based MOR-DOR heterodimer luminescence; inhibition, % at 9.3 µM; P35372+P41143; actives 0.21% (n = 340,000); in the data active = inhibition above about 22%, passing the limit was not always enough;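 also: 0% = cells with DMSO and 100% = wells without cells with DMSO; values of inactives mirror those of a sister screen read the other way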
cardiac RTF act = cardiac RTF calcium sensitization | actives 0.24% (n = 340,000) | P19429+P45379 | IANBD-labeled TnC RTF fluorescence at EC20 calcium; 0% EC20 calcium, 100% full calcium | activation, % at 7.2 µM;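 active = activation above the mean over all tested compounds plus 3 SD, cut at about 30% in these data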;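 also: rise in fluorescence read as greater calcium sensitivity of cardiac thin filaments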
Wnt bcat act = Wnt/beta-catenin pathway activation; Wnt/beta-catenin reporter cell assay, activator, plate reader; activation, % at 9.35 µM; actives 1.2% (n = 300,000); AID 743398; in the data active = activation above about 30%, passing the limit was not always enough;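 also: 0% = neutral control wells and 100% = positive control wells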
Cardiac RTF inh = cardiac RTF calcium desensitization; P19429+P45379; IANBD-labeled cardiac RTF, Ca2+ fluorescence; inhibition, % at 7.15 µM; actives 0.12% (n = 340,000); AID 493244;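 active = inhibition above the mean inhibition of all tested compounds plus 3 SD, cut at about 17% in these data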;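 also: assay run at fixed EC70 calcium of 1.6 mM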
The depositor's hits bear a star; · = not tested or not shown.

SMILES	V-ATPase pH	Pemphigus Ab inh	Arrestin-AP2 inh	C-LANA FP	Keap1 Nrf2 FP	MOR-DOR ag	MOR-DOR inv ag	cardiac RTF act	Wnt bcat act	Cardiac RTF inh
C=C(C)c1cccc(C(C)(C)NC(=O)Nc2cccnc2)c1	-3	103	6	0.0	-1	0.6	-3	29	-1	-5
COc1cc(/C=N/NC(=O)/C(=C/c2ccccc2)CCO)ccc1O	3	107	-4	-1.3	-3	-3.4	18	5	4	-8
N=c1c2c(-c3ccccc3)c(-c3ccccc3)n(Cc3ccco3)c2ncn1Cc1ccccc1	-6	118	8	-1.0	1	-3.1	18	6	·	-4
CCOC(=O)N1CC(=O)Nc2ccc(Br)cc2C1c1ccccc1 (centres undefined)	-2	86	16	-0.4	0	-1.7	9	-4	1	-15
COc1ccc(N2CCN(S(=O)(=O)c3ccc4c(c3)CCCC4)CC2)c([N+](=O)[O-])c1	-2	82	1	0.0	1	1.3	-8	-1	-5	5
COC(=O)C1=C(C)NC(=O)C1(NS(=O)(=O)c1ccc(NC(C)=O)cc1)C(F)(F)F (centres undefined)	3	106	0	-0.5	-6	-1.9	10	-1	·	-5
COc1ncccc1-c1nnn(-c2ccccc2Br)n1	0	102	20	-0.9	-4	-0.5	2	7	16	-1
CN(CCCNC(=O)CCc1cn(C)c2ccccc12)C1CCCCC1	-2	105	10	-1.9	-4	1.1	-5	10	0	-4
Cn1c(SCC(=O)Nc2sc3c(c2C#N)CCC3)nnc1C1COc2ccccc2O1 (centres undefined)	0	106	5	1.1	-7	-0.3	2	0	-2	2
Cc1ccc(NC(=O)Cc2noc3ccccc23)nc1	-2	115	6	-0.2	-1	-3.3	18	-4	4	14
O=C(O)c1cccc(Nc2nc(-c3ccccc3)nc3ccccc23)c1	-5	108	1	1.1	2	-1.3	6	-3	5	-4
Cc1cc(Br)ccc1OCCOCCN1CCCC1	-1	108	23	-0.6	0	-1.1	6	3	-3	-7
COc1cc2c(cc1OC)n(CC(=O)NC1CCCCCC1)n1c(C)cc(=O)nc21	-2	101	47	0.4	0	0.0	0	1	0	-1
COc1ccc(CNC(=O)c2noc(C)c2[N+](=O)[O-])cc1	-1	91	0	-0.1	-2	5.3	-34	2	·	-17
Cc1ccc(C)c(Nc2nc(-c3ccncc3)nc3ccccc23)c1	1	104	-2	-3.2	-3	3.6	-18	1	-2	-12
Cc1ccc(NC(=O)OCc2ccccc2S(C)=O)cc1 (centres undefined)	2	100	6	-3.7	4	-1.1	6	-2	10	7
CCOc1ccc(NC(=O)CCCCn2c(=O)[nH]c3ccsc3c2=O)cc1	7	92	-15	0.6	0	-0.9	5	-1	37*	-13
C=CCn1c(SCC(=O)Nc2cc(OC)c(NC(=O)c3ccco3)cc2OC)nnc1-c1ccncc1	-2	98	6	0.3	1	-1.5	8	-2	0	-4
CCOC(=O)c1c(O)c(O)c(C(=O)OCC)n1-c1ccccc1	2	·	8	-0.7	-3	-1.2	6	0	1	5
COc1cc(NS(=O)(=O)c2ccc(NC(=S)NC(=O)CC(C)C)cc2)nc(OC)n1	1	91	-3	-1.3	-2	-2.0	12	6	-4	2
CCCCOC(=O)c1nnc(-c2ccccc2)o1	4	·	4	3.7	-2	-4.0	20	6	1	-3
O=C(Nc1nccs1)c1nc[nH]c1C(=O)N1CCN(c2ccccc2)CC1	3	99	4	-1.6	-5	-1.4	8	0	1	4
COC(=O)C1=C(O)/C(=C/c2ccc(OCC(=O)Nc3ccccc3)cc2)N=C1C	-1	109	0	0.3	-9	-3.2	13	0	0	4
CCOC(=O)NC1(C(F)(F)F)C(=O)NC(C)=C1C#N (centres undefined)	0	·	·	-0.7	4	-3.7	17	-4	1	0
CC(C)(C)c1ccc(OCCC(=O)OCC(=O)Nc2cccnc2Cl)cc1	-1	92	2	1.5	-3	2.6	-17	-2	3	-2
CCCOc1ccc(C(=O)N2CCN(c3ccc(N)cc3Cl)CC2)cc1	2	97	15	-1.1	-1	1.1	-6	0	·	3
O=C(CC1NC(=O)NC1=O)Nc1cccc2ccccc12 (centres undefined)	3	99	-15	0.7	0	0.6	-3	-4	4	-8
CC(=O)Nc1ccc(C(=O)N/N=C/c2cc(Br)cc(Br)c2O)cc1	2	89	0	1.1	2	0.5	-3	-3	-2	2
C[C@H](NC(=O)c1nc[nH]c1C(=O)N1CCN(c2ccccc2)CC1)c1ccccc1	-1	101	-6	-3.0	1	-1.9	11	-1	-5	-4
CCc1c(C(=O)NNC(=S)NCC2CCCO2)csc1C (centres undefined)	-1	99	5	-0.8	1	-2.4	13	1	4	5
COc1ccc(N2CCN(c3ncnc4scc(-c5ccc(F)cc5)c34)CC2)cc1	3	97	8	-2.3	-1	-1.7	9	0	-6	2
C/C(=N\O)C(=O)NCc1ccccn1	-1	101	9	-0.1	-2	-3.1	13	0	-1	-14
S=C1SCN(Cc2ccccn2)CN1Cc1ccco1	-6	98	8	3.1	-6	-0.3	2	5	·	-12
CCCCN1C(=O)N(C)C2NC(=O)NC21 (centres undefined)	1	98	0	1.0	3	-0.4	2	-1	-2	-3
CN(CCC#N)C(=O)COc1ccc(Br)cc1Cl	-3	96	5	-0.3	0	-0.5	2	1	-2	-13
NC1=NN=C(N2N=C(c3ccc(Br)cc3)CC2(O)C(F)(F)F)n2ncnc2C1 (centres undefined)	-3	96	52	-0.4	-2	-1.6	8	-5	0	4
CCOC(=O)C1(Cc2cccc(OC)c2)CCN(C/C=C/c2ccccc2)CC1	-1	·	6	1.7	-2	8.0	-40	-4	-8	3
CC12CCC(O)CC1=CCC1C2CCC2(C)c3[nH]ncc3CC12 (centres undefined)	-5	95	-8	0.7	-5	0.4	-2	-1	1	-2
CNS(=O)(=O)c1cccc(C(=O)OCC(=O)c2cc3ccccc3o2)c1	0	82	-25	-0.3	-4	-17	77*	0	-3	0
NNC(=O)CSc1ncc(-c2ccccc2)[nH]1	2	105	-4	2.3	-2	1.3	-7	-1	5	-9
C/C=C/c1ccc(OCCNCc2ccccc2)c(OC)c1	-1	101	2	-1.9	2	-0.3	2	-7	0	-10
Cc1ccc(S(=O)(=O)N2C(=O)C(C)SC2=Nc2ccccc2)cc1 (centres undefined)	2	117	-3	1.4	-2	-0.9	5	-3	-16	-4
CCOc1cc(-c2nc(C)c(C(C)=O)n2O)ccc1OCC(=O)Nc1ccccc1	-1	110	15	-1.6	-1	-4.3	21	7	0	-10
COc1ccc(OCc2cc(C(=O)NCC3CCCCO3)no2)c(Cl)c1 (centres undefined)	-8	103	3	-1.0	0	0.4	-2	-1	15	1
CN(C)C(=O)c1ccc(NC(=O)c2sccc2-c2ccccc2)cc1	3	102	-15	-0.8	-5	-1.4	8	-3	-2	4
CS(=O)(=O)Nc1ccc(-c2cc(/C=C3\SC(N)=NC3=O)c[nH]c2=O)cc1	3	101	36	-0.2	-2	-2.9	14	1	-1	-1
CC/C(=N\NC(=O)C(N)=O)c1ccccc1O	0	105	15	0.0	1	0.3	-2	8	·	-4
Fc1ccc(CN2CCSCC2)cc1Br	1	102	7	0.7	-1	1.6	-8	0	·	-7
Cn1cccc1C(=O)NC(=O)COC(=O)c1cc(Cl)ccc1[N+](=O)[O-]	-2	89	4	1.6	2	4.7	-26	-1	1	4
COc1ccc2cc(CCl)c(Cl)nc2c1	1	99	-2	0.8	-3	-3.6	17	0	-1	-6
CC1CCCC(C)N1C(=O)Cn1nnc(-c2ccccc2)n1 (centres undefined)	0	97	28	-0.1	-4	-1.1	5	-1	-2	0
CC(=O)SCCC(=O)N1C(C)CCCC1C(=O)O (centres undefined)	1	·	2	-4.7	6	-2.9	12	-3	·	-8
CN1CCN(c2nc(-c3ccc(C(C)(C)C)cc3)nc3ccccc23)CC1	-3	115	13	-2.4	0	-0.2	1	-4	-11	0
CCCCCCC(=O)Nc1nc(C)c(-c2csc(Nc3ccc(Cl)cc3)n2)s1	-1	97	-2	-0.9	-1	-0.3	2	4	·	1
O=C(CSc1nnc2ccccn12)N1CCc2ccccc21	2	70	1	1.4	-2	-1.8	8	-1	34*	-9
O=C(CSc1nc2ccccc2[nH]1)N1CCN(C(=O)c2ccco2)CC1	2	·	-3	-0.2	-7	1.1	-6	9	·	-5
Cc1cc(O)cc(O)c1C(=O)Cc1ccccc1	0	·	11	3.3	-1	-1.9	9	-3	0	-8
COc1cccc2cc(C(=O)C3=C(O)C(=O)N(CCN(C)C)C3c3ccc(Cl)cc3)oc12 (centres undefined)	-2	·	9	2.3	-2	-3.5	17	0	0	-3
S=C(NCCC1=CCCCC1)Nc1ccccc1	-1	104	-2	-0.7	3	2.1	-12	-3	·	2
C=C(C)c1cccc(C(C)(C)NC(=O)NCc2ccncc2)c1	-6	118	-16	0.8	-1	-3.2	17	1	1	-4

MOR-DOR inv ag: what is marked active above.
canonical_smiles | V-ATPase pH | Pemphigus Ab inh | Arrestin-AP2 inh | C-LANA FP | Keap1 Nrf2 FP | MOR-DOR ag | MOR-DOR inv ag | Wnt bcat act
CNS(=O)(=O)c1cccc(C(=O)OCC(=O)c2cc3ccccc3o2)c1 | 0 | 82 | -25 | -0.3 | -4 | -17 | 77* | -3

Retrieved by structure from the list above:
SMILES	V-ATPase pH	Pemphigus Ab inh	Arrestin-AP2 inh	C-LANA FP	Keap1 Nrf2 FP	MOR-DOR ag	MOR-DOR inv ag	cardiac RTF act	Wnt bcat act	Cardiac RTF inh
CCCCOC(=O)c1nnc(-c2ccccc2)o1	4	·	4	3.7	-2	-4.0	20	6	1	-3
COC(=O)C1=C(C)NC(=O)C1(NS(=O)(=O)c1ccc(NC(C)=O)cc1)C(F)(F)F (centres undefined)	3	106	0	-0.5	-6	-1.9	10	-1	·	-5
NNC(=O)CSc1ncc(-c2ccccc2)[nH]1	2	105	-4	2.3	-2	1.3	-7	-1	5	-9

Other results follow:
SMILES	V-ATPase pH	Pemphigus Ab inh	Arrestin-AP2 inh	C-LANA FP	Keap1 Nrf2 FP	MOR-DOR ag	MOR-DOR inv ag	cardiac RTF act	Wnt bcat act	Cardiac RTF inh
Cc1cccc(OCC(=O)N/N=C\C=C\c2ccc3c(c2)OCO3)c1C	0	103	-1	-2.2	3	-1.8	8	-2	·	-7
O=C(NNC1=NCCC1)c1cccc(S(=O)(=O)N2CCOCC2)c1	-3	84	0	-0.9	-2	-0.6	4	0	·	-5
O=[N+]([O-])c1ccccc1N/N=C\c1ccccc1Cl	1	98	28	-3.0	-1	-0.8	5	-2	·	2
Cc1ccc(C)c(S(=O)(=O)N2CCCC2CNC(=O)C(=O)NC2CCCCCC2)c1 (centres undefined)	1	104	1	-0.1	-5	0.6	-4	-4	0	-11
CCOC(=O)c1sc2nccc(N(C)C)c2c1N=CNOC	1	91	26	0.6	-1	-1.8	9	0	·	0
COc1ccccc1CCNC(=O)c1c(C)nn(CC(C)C)c1Cl	4	100	31	1.0	-2	-0.5	4	-2	7	-1
CN(Cc1nc2ccccc2s1)C(=O)c1ccc(F)cc1	3	114	-3	-1.4	-6	-3.4	18	-3	2	0
CCN1C(=O)c2n[nH]c(C(=O)OC)c2C1=O	-2	100	2	-0.2	-1	-1.0	4	3	-1	-1
COC(=O)c1ccc(COC(=O)CNC(=O)c2ccc(-c3ccccc3)cc2)cc1	0	105	-5	1.3	2	2.8	-20	-2	5	-5
CCn1c(CCNC(=O)c2ccc(OC)c(OC)c2)nc2ccccc21	0	101	16	-0.7	-1	-3.3	19	-4	·	10
